Assay outcomes deposited in PubChem by NCI.
NCI-60 one-dose screen, 48 h, at 10 µM unless noted. Numbers give growth in % (100 = growth as untreated, 0 = no growth, -100 = all killed).
PC-3 – PC-3 prostate cancer cells. AID 1794754. 80,000 tested, 3.9% active
OVCAR-5 – OVCAR-5 ovarian cancer | 82,000 tested, 2.9% active | AID 1794783
DU-145 – DU-145 prostate cancer; 81,000 tested, 4.2% active
OVCAR-3 – OVCAR-3 ovarian cancer. 79,000 tested, 7% active. AID 1794787
OVCAR-8 – OVCAR-8 ovarian cancer; 81,000 tested, 4.4% active; AID 1794782
IGROV1 – IGROV1 ovarian cancer. AID 1794786. 79,000 tested, 4.7% active
OVCAR-4 – OVCAR-4 ovarian cancer cells | 80,000 tested, 3.7% active | AID 1794784
SK-OV-3 – SK-OV-3 ovarian cancer cells | 80,000 tested, 3.2% active | AID 1794785
* hit, by the source's call; . = not tested or not shown; & = joins results of further samples; [ ] = dose if it differs, or a comment. The calls were made as follows: active = growth percent below 10; inactive = the rest.

SMILES	PC-3	OVCAR-5	DU-145	OVCAR-3	OVCAR-8	IGROV1	OVCAR-4	SK-OV-3
NC(N)=N/N=C/c1ccc(-c2ccc(-c3ccc(Cl)cn3)s2)cc1	-42*	107	94	86	99	91	99	.
CC1=C/C(=N/OS(=O)(=O)c2ccc(C)cc2)CC(C)(C)C1	92	87	109	91	95	113	107	102
O=C(/C=C/c1ccccc1)NC(=S)Nc1ncccn1	99	98	109	107	97	.	99	100
O=C(CSc1nc2sc3c(c2c(=O)n1Cc1ccccc1)CCCC3)N1CCOCC1	60	99	104	100	99	91	93	93
COc1cc(-n2nc(C(=O)NCCCCC(=O)O)nc2-c2ccccc2)cc(OC)c1OC	104	111	110	111	106	103	102	86
Cc1cc(-c2cc(C)c(N)c(S(=O)(=O)O)c2)cc(S(=O)(=O)O)c1N	100	103	109	116	99	110	111	119
Nc1nc(-c2ccccc2Cl)cs1	97	103	108	105	114	106	113	104
Cc1c(-c2nnc(SCc3ccccc3)o2)sc2nc3ccccc3n12	102	108	104	130	107	114	110	116
CC(C)CC(=O)NS(=O)(=O)c1ccccc1	108	.	110	106	98	111	107	114
CCN(CC)Cc1cc(C=C2C(=O)NC(=O)NC2=O)cc(OC)c1O	97	102	106	107	109	108	110	98
N=C(N)c1ccc(-c2cccs2)cn1	74	93	108	101	99	97	87	.
Fc1ccccc1-c1cnn2cc(-c3ccccc3)cnc12	89	109	110	109	94	88	98	98
COc1ccc(NC(=O)NS(=O)(=O)c2c[nH]c(=S)[nH]c2=O)cc1	80	96	109	99	85	81	93	93
CCOC(=O)N/N=C/C=C/c1ccc(N(C)C)cc1	87	103	106	100	102	98	109	99
N#Cc1c(-c2cccnc2)cc(-c2ccc(Cl)cc2)[nH]c1=O	105	102	106	106	108	96	88	83
CC(=O)OCC(=O)[C@@]1(O)CC[C@H]2[C@@H]3C[C@H](C)C4=CC(=O)C=C[C@]4(C)[C@H]3[C@@H](O)C[C@@]21C	90	78	101	107	93	103	99	67
CCC1([N+](=O)[O-])COC(c2ccc(C(C)C)cc2)OC1 (stereo unspecified)	99	102	108	109	113	.	106	110
CCC(=O)OC1CCC(C(C)CC)CC1 (stereo unspecified)	103	110	110	106	101	109	102	105
Cc1cc(N/N=C/c2ccccn2)nc2c(C)cccc12	86	89	98	101	61	71	83	19
Nc1nc(N)c(N)c(N=O)n1	91	110	98	135	101	107	105	105
Cc1cc(=O)c2cc(Cl)cc(Br)c2[nH]1	88	101	122	107	104	95	104	96
O=C(Nc1cccc(Cl)c1)Oc1ccc2c(c1)CCC2	88	112	112	109	104	111	92	96
C/C=C/[C@H](O)[C@H](O)/C=C\c1cccc(OC)c1CO	76	103	111	111	103	102	106	95
COCCOC(=O)COc1ccc(OC)cc1	97	104	103	95	101	101	94	112
CC(=O)C(N=Nc1ccc(Cl)cc1[N+](=O)[O-])C(=O)Nc1ccccc1Cl (stereo unspecified)	88	87	125	122	97	70	99	87

Carrying on.
SMILES	PC-3	OVCAR-5	DU-145	OVCAR-3	OVCAR-8	IGROV1	OVCAR-4	SK-OV-3
Clc1ccc(OCc2nc(Cc3ccccc3)n[nH]2)c(Cl)c1	87	89	106	103	101	89	96	92
O=C1c2ccccc2C(=O)c2[nH]c(-c3c(-c4ccc(F)cc4)nc4sccn34)nc21	80	96	100	106	96	109	89	99
COc1cc2cc(Oc3ccc(NC(=O)c4cccc(C(F)(F)F)c4)cc3)c(C)nc2cc1OCCN1CCOCC1	89	108	100	91	98	108	60	106
CN(C)c1ccc(C2C3CSCN3[C@@]3(C(=O)Nc4ccccc43)C2C(=O)c2nc3ccccc3[nH]2)cc1 (stereo partly specified)	90	96	104	103	105	90	91	.
NS(=O)(=O)c1ccc(-n2c(SCC(=O)Nc3ccc(S(=O)(=O)Nc4ccc(Cl)nn4)cc3)nc3ccccc3c2=O)cc1	95	96	109	105	101	97	103	105
N=c1c2cc(-c3ccccc3)oc2ncn1NC(=O)c1cccnc1	100	98	100	105	99	101	99	99
COc1ccc(OC)c2c1CCC1(C2)NC(=O)NC1=O (stereo unspecified)	95	101	.	126	98	110	101	102
COc1cc(CC(=O)n2ncc3ccc(N)cc32)cc(OC)c1OC	88	92	105	108	104	91	88	96
ICC1CCC(CI)CC1 (stereo unspecified)	90	90	129	106	99	86	107	90
N#Cc1ccc(-c2ccc(N)c(NC(=O)N3Cc4cc(CN5CCCC5)cnc4C3)n2)cc1	93	98	98	93	83	97	77	74
CCC(C)(O)c1ccc(C)cc1 (stereo unspecified)	100	101	106	107	104	.	106	98
O=[N+]([O-])c1ccc(/C=N/N2CCNC2=S)o1	98	108	114	111	102	108	97	105
Cc1ncc([N+](=O)[O-])n1CC(O)CCl (stereo unspecified)	95	102&130	114	114&110	100&100	117&94	107&88	101&110
O=C1Nc2ccccc2/C1=N/N1C(=O)CN(CCCl)C1=O	99	103	119	113	100	97	118	97
CCOC(=O)c1cc(Cl)ccc1NS(C)(=O)=O	101	104	111	109	122	103	109	115
COc1ccc2cc(-c3cc(OC)c(OC)c(OC)c3)c(=O)oc2c1	69	94	101	82	83	82	80	72
COC(=O)C1=CC=COc2oc3cc(C)cc(O)c3c(=O)c21	78	110	106	105	77	108	97	90
Cc1ccc(-c2c3c(N)nc(-c4ccncc4)nc3nc3c2c(C)nn3-c2ccccc2)cc1	63	65	33	74	22	72	.	-22*
Cn1cccc1C(=O)C1C(c2ccc(Cl)cc2)C2CCCN2C12C(=O)Nc1ccc(Cl)cc12 (stereo unspecified)	67	94	98	92	91	86	90	100
CCOC(=O)N/N=C\C(C)=N\NC(=O)OCC	93	100	106	106	99	108	102	99
COc1cccc(/C=C/c2c(C(=O)O)cccc2[N+](=O)[O-])c1OC	97	103	102	102	110	.	113	88
COc1ccc(/C(Cl)=C(\CNc2ccccn2)c2ccccc2)cc1OC	97	.	116	114	97	109	121	106
O=C(NO)c1ccc(CNC(=O)[C@H]2Cc3c([nH]c4ccccc34)[C@H](c3ccccc3)N2)cc1	33	15	30	23	25	47	54	-3.4*
N#C/C(=C\c1cc(O)c(O)c(O)c1)C(N)=O	46	98	94	107	.	122	46	110
CNCCCC(C)Nc1ccnc2cc(Cl)ccc12 (stereo unspecified)	89	103	112	.	90	89	108	.

Following part:
SMILES	PC-3	OVCAR-5	DU-145	OVCAR-3	OVCAR-8	IGROV1	OVCAR-4	SK-OV-3
COC(=O)[C@@]1(/C=C/c2ccccc2)C(=O)N(c2ccc(OC)cc2)[C@@]1(C(=O)OC)c1ccc([N+](=O)[O-])cc1	72	102	108	105	96	117	87	99
Nc1nc(CC(=O)NCCc2ccccc2)nn1C(=O)c1ccc(Cl)cc1	104	111	123	120	116	107	111	104
CCOC(=O)c1cc2c(n1C)-c1[nH]c(=O)c(S(=O)(=O)c3ccccc3)cc1CCC2	82	98	106	98	90	102	112	98
CC1(C)CC[C@]23CC[C@]4(C)[C@H](CC[C@@H]5[C@@]6(C)C/C(=C/c7ccncc7)C(=O)C(C)(C)[C@@H]6CC[C@]54C)[C@H]2[C@H]1OC3=O	51[100 µM]	111[100 µM]	81[100 µM]	85[100 µM]	52[100 µM]	70[100 µM]	.	48[100 µM]
COc1cc(O)c(C(C)=O)c2c1C=CC(C)(C)O2	104	95	106	102	104	100	105	102
O=C(CSc1nnc(-c2ccc(NC(=O)c3cccnc3)cc2)o1)Nc1ccc(Cl)cc1	108	117	111	115	75	110	115	115
CCc1ccccc1OCc1ccccc1	94	97	103	103	97	106	107	96
CS(=O)(=O)c1ccc(/C=C\C(=O)O)cc1	98	105	104	102	104	120	98	106
Cc1ccc2nc(NC(=O)CSC(=S)N3CCN(Cc4ccccc4)CC3)sc2c1	-40*	-36*	-97*	-90*	0.8*	-40*	13	-45*
N#C/C(=C\c1ccc(-c2ccccc2Cl)o1)C(=O)c1c[nH]c2ccccc12	96	105	100	105	99	86	102	95
CC(=O)C1CC2C=CC1CC2 (stereo unspecified)	100	109	109	108	108	93	105	97
O=C(CCc1nnc2sc(-c3ccc(O)cc3)nn12)c1nc2ccccc2[nH]1	107	113	.	102	94	90	105	108
CCN(CC)Cc1cc(Nc2ccnc3cc(Cl)ccc23)ccc1OC	67	109	107	94	92	95	68	102
Cc1cc(N(CCNc2ccnc3cc(Cl)ccc23)Cc2cccs2)nc(Cl)n1	21	13	24	-77*	11	-1.3*	-51*	-49*
CS(=O)(=O)Nc1cc(-c2ccc3ncc(C#N)c(NCc4ccccc4)c3c2)cnc1Cl	-7.1*	3.7*	8.1*	-5.2*	7.3*	-17*	-6.7*	-15*
COc1cc2ncnc(Nc3ccc(OCc4cccc(F)c4)c(Cl)c3)c2cc1NC(=O)C1CCCC1	63	89	78	78	77	52	100	13
Cc1c([N+](=O)[O-])cc(C(=O)O)cc1[N+](=O)[O-]	88	110	115	105	102	79	119	111
Nc1ccc(N)c2c1C(=O)c1c(N)ccc(N)c1C2=O	74	102	88	84	84	95	93	89
NC(=S)NNC1CCCCC1	88	102	109	110	91	96	91	93
Cc1cc(=O)n(C(=S)Nc2ccc([N+](=O)[O-])cc2)c2cc(O)ccc12	93	105	108	111	100	100	112	91
O=C1S/C(=C\c2ccc(Cl)cc2)C(=O)N1Cc1cc(=O)oc2ccc(Cl)cc12	103	100	101	103	110	104	104	103
Cc1ccc(S(=O)(=O)N(CCC(=O)O)c2ccccc2)cc1	101	111	111	110	101	123	114	105
COc1ccc2[nH]c(=O)c3c4ccccc4cn3c2c1	7.6*	31	11	.	24	17	49	33
O=[N+]([O-])c1cc(Cl)cc(Cl)c1OC1C=CCC1 (stereo unspecified)	90	104	120	114	92	112	106	97
COc1ccc(C2C3Cc4cc(OC)c(OC)cc4C3=NN2C(=O)Nc2c(C)cccc2C)cc1OC (stereo unspecified)	97	96	88	102	89	89	105	106

Additional records.
SMILES	PC-3	OVCAR-5	DU-145	OVCAR-3	OVCAR-8	IGROV1	OVCAR-4	SK-OV-3
O=C(CN1CCN(c2cc3c(cc2F)c(=O)c(C(=O)O)cn3C2CC2)CC1)Nc1ccc(Cl)cc1	89&80	96&105	103&99	102&94	95&79	97&94	83&85	82&63
CC(=O)CC(=O)OC1CCCCC1	88	83	152	184	99	85	229	100
CC(CC(c1ccccc1)c1ccccc1)[N+](C)(C)C (stereo unspecified)	95	92	108	86	97	100	105	95
CC[C@@H](C(=O)[C@@H](C)[C@@H](O)[C@H](C)[C@@H]1O[C@@H]([C@@H](CC)C(=O)ONC(=O)c2ccccc2O)CC[C@@H]1C)C1O[C@]2(C=CC(=O)[C@]3(CC[C@@](C)([C@H]4CC[C@](O)(CC)[C@H](C)O4)O3)O2)[C@H](C)C[C@@H]1C (stereo partly specified)	31	47	40	5.9*	55	59	53	120
Cc1ccoc1C(=O)O	91	90	106	104	93	97	117	96
CCCCC(O)Cn1ncc(C(=O)OCC)c1NC(=O)NCc1ccc(C(F)(F)F)cc1 (stereo unspecified)	75	108	75	91	85	89	42	.
COc1cccc2[nH]cc(C(=O)C(=O)Nc3cc(C)on3)c12	99	93	101	105	96	102	104	93
O=C(NCc1ccccc1)Nc1ccccc1CNc1nc(Nc2ccc(OCCN3CCCC3)cc2)ncc1Cl	94	112	78	104	90	100	81	99
NC(=O)Nc1ccc(C(=O)O)cc1	85	100	103	106	108	105	103	87
c1ccc2c(c1)nnn2-c1ccncc1	80	79	100	104	97	93	83	103
O=C(NNC(=O)[C@@H]1C[C@H](C(=O)O)[C@@H]2CCC[C@@H]21)c1ccncc1	84	97	113	106	77	102	110	90
CCOC(=O)c1cn(CCN(C(C)C)C(C)C)c2nc(NCc3ccc(OC)c(OC)c3)nn2c1=O	86	87	107	100	96	104	105	100
Cc1cc(C)c2c(-n3nnc(C#N)c3N)nn(C)c2n1	98	99	103	106	104	101	85	94
NC(=O)C(=CNC(=S)Nc1ccc(S(=O)(=O)Nc2ccccn2)cc1)C(N)=O	94	104	.	109	97	105	99	110
CN1CCN(c2ccc(/C=C/C(=O)c3cc4ccccc4oc3=O)cc2)CC1	100	96	98	99	97	75	95	100

12 entries out of the list, ordered by number of heavy atoms, lowest first:
SMILES	PC-3	OVCAR-5	DU-145	OVCAR-3	OVCAR-8	IGROV1	OVCAR-4	SK-OV-3
Cc1ccoc1C(=O)O	91	90	106	104	93	97	117	96
CC(=O)CC(=O)OC1CCCCC1	88	83	152	184	99	85	229	100
c1ccc2c(c1)nnn2-c1ccncc1	80	79	100	104	97	93	83	103
CC(CC(c1ccccc1)c1ccccc1)[N+](C)(C)C (stereo unspecified)	95	92	108	86	97	100	105	95
COc1cccc2[nH]cc(C(=O)C(=O)Nc3cc(C)on3)c12	99	93	101	105	96	102	104	93
O=C(NNC(=O)[C@@H]1C[C@H](C(=O)O)[C@@H]2CCC[C@@H]21)c1ccncc1	84	97	113	106	77	102	110	90
NC(=O)C(=CNC(=S)Nc1ccc(S(=O)(=O)Nc2ccccn2)cc1)C(N)=O	94	104	.	109	97	105	99	110
CCCCC(O)Cn1ncc(C(=O)OCC)c1NC(=O)NCc1ccc(C(F)(F)F)cc1 (stereo unspecified)	75	108	75	91	85	89	42	.
O=C(CN1CCN(c2cc3c(cc2F)c(=O)c(C(=O)O)cn3C2CC2)CC1)Nc1ccc(Cl)cc1	89&80	96&105	103&99	102&94	95&79	97&94	83&85	82&63
CCOC(=O)c1cn(CCN(C(C)C)C(C)C)c2nc(NCc3ccc(OC)c(OC)c3)nn2c1=O	86	87	107	100	96	104	105	100
O=C(NCc1ccccc1)Nc1ccccc1CNc1nc(Nc2ccc(OCCN3CCCC3)cc2)ncc1Cl	94	112	78	104	90	100	81	99
CC[C@@H](C(=O)[C@@H](C)[C@@H](O)[C@H](C)[C@@H]1O[C@@H]([C@@H](CC)C(=O)ONC(=O)c2ccccc2O)CC[C@@H]1C)C1O[C@]2(C=CC(=O)[C@]3(CC[C@@](C)([C@H]4CC[C@](O)(CC)[C@H](C)O4)O3)O2)[C@H](C)C[C@@H]1C (stereo partly specified)	31	47	40	5.9*	55	59	53	120
